Rac1 wt modul = wildtype Rac1 GTP binding modulators, primary screen, biochemical, GST-Rac1 beads, flow cytometry, multiplex; fluorescent GTP binding; actives lie on both sides; 0 = cold GTP competed, 100 = untreated; GTP binding activity (% of control), % at 10 µM; actives 0.27% (n = 190,000); AID 757, 2007;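 active = GTP binding activity at least 20 points away from the 100% control level, either lower or higher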
GSH bead fluor = compound fluorescence on glutathione beads, profiling panel, artefact control, biophysical, 488/530 nm, flow cytometry | GSH beads flow cytometry, compound fluorescence 488/530 nm; active compounds read high | fluorescence (KMESF) at 10 µM | actives 0.25% (n = 190,000) | AID 1776, 2009; in the data active = fluorescence above about 89;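 note: glutathione beads carrying GST-tagged Bcl family fusion proteins plus one bare bead set; values are compound well signal with DMSO vehicle wells as background; inactives centre near 16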
Rab7 wt modul = modulators of GTP binding to Rab7, primary screen, biochemical, wildtype, multiplex bead flow cytometry | Rab7 GTPase wild type (dog), Bodipy-FL-GTP binding | actives 0.055% (n = 190,000) | GST-Rab7 beads, fluorescent GTP binding; actives lie on both sides; untreated = 100%, excess cold GTP = 0% | GTP binding activity (percent of control), % at 10 µM | AID 758, 2007;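 active = fluorescent GTP binding to Rab7 beads changed by at least 20 points from the 100% baseline, either direction, mostly lower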;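 note: median green fluorescence of bound Bodipy-FL-GTP per Rab7 bead population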
Mcl1-Bid inh = Mcl-1/Bid binding inhibitors, primary screen, biochemical, TR-FRET, 1536-well; inhibition, % at 21.7 µM; actives 0.97% (n = 220,000); AID 1021, 2008; TR-FRET Mcl-1/Bid-Dy647 peptide binding; Induced myeloid leukemia cell differentiation protein Mcl-1 (Homo sapiens), Q07820;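 active = compounds that cut the binding signal by more than half at the single screening dose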;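 note: His-tagged Mcl-1 with europium anti-His antibody binding Bid BH3 peptide; 0% = Mcl-1 plus peptide wells and 100% = peptide-only wells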
Target sequence (Q07820 whole entry, looked up): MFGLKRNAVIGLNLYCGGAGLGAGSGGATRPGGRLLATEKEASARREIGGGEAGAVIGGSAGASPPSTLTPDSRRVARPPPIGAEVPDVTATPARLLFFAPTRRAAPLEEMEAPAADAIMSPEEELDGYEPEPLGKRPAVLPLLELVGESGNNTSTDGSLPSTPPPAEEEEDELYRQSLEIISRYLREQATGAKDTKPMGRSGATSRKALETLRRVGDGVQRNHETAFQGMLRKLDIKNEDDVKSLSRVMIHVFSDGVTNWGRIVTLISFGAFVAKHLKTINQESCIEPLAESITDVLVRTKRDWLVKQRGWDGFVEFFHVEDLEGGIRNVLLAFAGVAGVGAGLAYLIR
Rab2A wt mod = modulators of GTP binding to Rab2A wildtype, primary screen, biochemical, dog, bead-based flow cytometry, multiplex. GTP binding activity, % at 10 µM. GST-Rab2 wt beads, Bodipy-GTP binding. actives 0.19% (n = 190,000);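 active = GTP binding activity at least 20 points away from 100%, either lowered or raised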;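 note: 0% = beads with excess unlabeled GTP and 100% = no-compound control corrected for plate trend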
HRas wt GTP bind = modulators of GTP binding to HRas wildtype, primary screen, biochemical, bead-based flow cytometry, multiplex | GST-Ras wt beads, Bodipy-FL-GTP binding; actives lie on both sides | GTP binding activity, % at 10 µM | actives 0.14% (n = 190,000);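 active = GTP binding activity at least 20% away from the 100% baseline, either lowered as inhibitor or raised as activator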;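 note: 0% = unlabeled GTP competition control and 100% = no-compound control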
Target sequence (P01112 whole entry, looked up): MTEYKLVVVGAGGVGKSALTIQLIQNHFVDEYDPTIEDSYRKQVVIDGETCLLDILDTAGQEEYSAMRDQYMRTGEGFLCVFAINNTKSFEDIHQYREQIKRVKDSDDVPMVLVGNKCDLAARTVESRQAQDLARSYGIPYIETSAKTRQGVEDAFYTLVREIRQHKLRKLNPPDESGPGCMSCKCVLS
Cdc42 wt GTP = modulators of GTP binding to wildtype Cdc42, primary screen, biochemical, multiplex bead flow cytometry, Bodipy-GTP; Cell division control protein 42 homolog (Homo sapiens), P60953; GST-Cdc42 beads; actives lie on both sides; percent activity (GTP binding), % at 10 µM; actives 0.2% (n = 190,000); AID 761, 2007;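 active = percent activity GTP binding at least 20 points away from the 100% baseline, either down as inhibitor or up as activator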;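 note: median bead fluorescence of bound Bodipy-FL-GTP at 100 nM; 0% = excess unlabeled GTP control and 100% = no compound control; below 100% means less GTP binding so inhibitor and above means activator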
Target sequence (P60953 whole entry, looked up): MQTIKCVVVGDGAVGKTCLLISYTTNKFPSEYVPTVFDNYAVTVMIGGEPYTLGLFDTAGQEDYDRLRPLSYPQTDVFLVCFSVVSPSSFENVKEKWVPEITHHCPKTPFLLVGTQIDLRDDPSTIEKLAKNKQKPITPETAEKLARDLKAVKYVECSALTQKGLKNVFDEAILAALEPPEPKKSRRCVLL
Avidin fluor = green autofluorescence of compounds with avidin beads – biophysical, 488/530 nm, flow cytometry, artefact control, profiling panel; compound fluorescence 488/530 nm; active compounds read high; fluorescence (KMESF) at 10 µM; actives 0.38% (n = 220,000); in the data active = fluorescence above about 47; note: inactives centre near 10
Mcl1 Noxa PPI = Mcl-1/Noxa binding inhibitors, primary screen, biochemical, TR-FRET, 1536-well; Induced myeloid leukemia cell differentiation protein Mcl-1 (Homo sapiens), Q07820; TR-FRET Mcl-1/Noxa peptide binding, 2 h; inhibition, % at 21.7 µM; actives 1.5% (n = 220,000);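 active = compounds that cut the protein-peptide binding signal by more than 50% relative to plate controls in a single-dose test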;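 note: His-tagged Mcl-1 with rhodamine Noxa BH3 peptide and terbium anti-His antibody; 0% = Mcl-1 plus Noxa peptide wells and 100% = peptide-only wells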
Rac1 act GTP bind = GTP binding modulators of activated mutant Rac1, primary screen, biochemical, bead-based flow cytometry, multiplex, fluorescent GTP | percent activity (GTP binding), % at 10 µM | AID 764, 2007 | GST-Rac1 activated beads; actives lie on both sides; 100% means binding = to untreated wells | actives 0.11% (n = 190,000) | Ras-related C3 botulinum toxin substrate 1 (Homo sapiens), P63000;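 active = GTP binding at least 20 percentage points away from the 100% baseline, in either direction, so actives lie on both sides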
Pf gametocyte = late stage P. falciparum gametocyte viability inhibitors, primary screen, ATP luminescence, HTS; actives 0.065% (n = 150,000); inhibition, % at 10.9 µM; P. falciparum stage V gametocytes, 24 h;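 active = inhibition above the mean plus 3 SD of compounds within the control limits, set per campaign, cut at about 38% in these data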;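 note: 0% = DMSO wells and 100% = medium only without gametocytes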
Active calls of the source: *; · = no result given. The list is partial. The share of hits here may be higher or lower than overall.

SMILES	Rac1 wt modul	GSH bead fluor	Rab7 wt modul	Mcl1-Bid inh	Rab2A wt mod	HRas wt GTP bind	Cdc42 wt GTP	Avidin fluor	Mcl1 Noxa PPI	Rac1 act GTP bind	Pf gametocyte
CCC(C)n1c(O)c(/C=N/NC(=O)c2ccncc2)c(=O)[nH]c1=S (stereo not drawn)	100	23	99	-71	100	100	95	14	-9	101	-12
Cc1cc(C)n2nc(SC(C)C(=O)N3CCC4(CC3)OCCO4)nc2n1 (stereo not drawn)	104	14	102	-10	102	103	102	42	-3	99	-3
O=C(O)[C@H]1C[C@@H]1[C@H](NP(=O)(c1ccccc1)c1ccccc1)c1ccccc1	103	18	100	2	99	99	104	10	-5	98	·
CN1C2CCC1/C(=C/c1ccccn1)C(=O)/C2=C\c1ccccn1	108	10	104	-49	100	101	101	3	-4	97	-7
CCOC(=O)[C@@]12C(=O)C(=O)N[C@]1(c1ccccc1)C1OCCCC12 (stereo partly drawn)	104	6	102	-10	102	104	103	2	25	103	-5
COc1ccc(CCNCc2ccncc2)cc1OC	106	4	95	-1	98	100	105	8	22	103	-5
COc1ccccc1N=Cc1c(O)n(C)c(=O)n(C)c1=O	106	22	97	-33	105	105	105	8	-20	101	·
Cc1ccc(OP(=O)(NC(C)c2ccccc2)Oc2ccc(C)cc2)cc1 (stereo not drawn)	98	14	95	-14	96	96	96	11	12	93	0
CCN(CC)c1ccc([N+](=O)[O-])c2cccnc12	96	22	97	0	94	96	95	6	0	94	-10
O=C(Cn1cnc2ccccc2c1=O)NCC(=O)N1CCC2(CC1)OCCO2	100	34	96	-28	97	96	99	17	-9	98	-29
O=C(COc1ccc(Br)cc1)N1CCN(Cc2ccncc2)CC1	105	24	100	26	101	101	103	36	29	101	7
Cn1c(O)c(/C=N/c2ccccn2)c(=O)n(C)c1=O	111	42	100	-34	101	101	108	4	15	100	-6
OC1(c2cccnc2)CC2CCC(C1)N2Cc1nnnn1Cc1ccccc1 (stereo not drawn)	98	40	95	5	95	97	97	7	-4	95	4
CCOc1ccc(NC(=O)C2C3c4ccccc4C(c4ccccc43)C2C(=O)O)cc1 (stereo not drawn)	98	11	97	-3	93	92	92	5	13	93	4
O=C(NC[P+](=O)O)OCc1ccccc1	106	36	103	29	102	101	98	14	19	98	·
Fc1cccc(C2NCCc3[nH]cnc32)c1 (stereo not drawn)	101	18	99	-17	99	98	97	6	6	99	·
CCN(CC)C(=O)c1ccc(NC(=O)c2cccc(C(F)(F)F)c2)cc1	93	16	97	-23	96	96	97	9	-2	95	-6
CCCCn1c(C)c(C(=O)O)c2cc(OC)ccc21	94	37	97	-42	95	98	96	13	1	97	-17
COc1ccccc1CN1CCN(C(=O)Cc2ccccc2)CC1	105	14	103	68*	103	104	102	22	19	99	-7
N#CC1=C(N)Oc2c(c(=O)oc3ccccc23)C1c1ccccc1OC(=O)c1cccs1 (stereo not drawn)	102	16	98	-24	100	99	100	18	3	100	-19
CCCCC12CNCC(C)(CNC1)C2=O	98	27	98	-16	98	97	96	14	9	97	·
Cc1cc(C=O)c(C)n1C1CCCCC1	106	23	106	-31	102	104	102	11	-16	99	0
Cc1ccc(C(=O)C2(C)N(O)C(C)C(c3cccs3)=[N+]2[O-])cc1 (stereo not drawn)	95	15	96	-33	97	99	99	34	26	95	-36
CN(C)C(=O)On1c(-c2ccccc2)nc2ccc(Cl)cc21	104	68	98	-8	96	97	96	7	21	97	·
Cc1c(C(c2ccc(Cl)cc2Cl)c2c(O)c3ccccc3oc2=O)c(=O)n(-c2ccccc2)n1C (stereo not drawn)	96	23	95	9	92	93	92	10	35	87	9

The list continues.
SMILES	Rac1 wt modul	GSH bead fluor	Rab7 wt modul	Mcl1-Bid inh	Rab2A wt mod	HRas wt GTP bind	Cdc42 wt GTP	Avidin fluor	Mcl1 Noxa PPI	Rac1 act GTP bind	Pf gametocyte
CC(=O)c1c(O)n(C)c(=S)n(-c2ccccc2)c1=O	99	40	97	-43	99	100	102	10	13	98	·
O=C(Cn1ncc2c3ccccc3n(Cc3ccc(F)cc3)c2c1=O)N1CCC2(CC1)OCCO2	103	18	100	-1	101	100	102	29	22	98	·
Cn1cccc1/C=C1\C(=O)NC(=O)N(Cc2ccccc2Cl)C1=O	98	69	99	-1	94	95	94	13	24	95	·
Cc1ccc2c(c1)c(=O)c1c3n2CCN(CC#N)C3CC1 (stereo not drawn)	98	51	100	3	96	95	93	9	-7	95	-24
OCc1cnc[nH]1	101	19	95	1	100	97	104	7	11	98	·
O=[N+]([O-])c1ccc(C2C3C(c4ccccc4)=NC4(CCCC4)N32)cc1 (stereo not drawn)	102	9	96	-16	94	98	96	1	3	97	3
CC(C)Oc1ccc(C2C(C#N)=C(N)Oc3c2c(=O)oc2ccccc32)cc1 (stereo not drawn)	102	31	102	0	99	98	102	16	-1	100	-2
Cc1cccc(OC(=O)N2CCOCC2)c1	106	23	99	-14	104	103	104	26	-15	100	-8
CC(N)Cc1c[nH]c2cc3c(cc12)OCCO3 (stereo not drawn)	95	43	97	-61	98	98	99	17	19	97	6
N#CCCn1cc(C(=O)Nc2ccccc2Br)c(-c2ccc3c(c2)OCCO3)n1	98	12	91	6	94	95	98	13	7	95	1
CN1CCN(c2ccc([N+](=O)[O-])c3cccnc23)CC1	99	9	96	-26	100	99	97	15	15	96	·
CCOP(=O)(C#CC(C)(C)C)C(C)(O)c1ccccc1 (stereo not drawn)	108	6	103	-29	103	104	106	7	-8	103	-7
OC(c1cccc(Cl)c1)(c1cccc(Cl)c1)C1CN2CCC1CC2 (stereo not drawn)	100	12	97	-15	96	96	96	12	15	97	2
CC(C)C1(C)N=C(c2nc3ccccc3cc2C(=O)O)NC1=O (stereo not drawn)	104	31	100	-5	100	101	103	18	24	100	·
Cc1ccc(-n2cc(CNC(C)Cc3cnccn3)c(-c3cccc(C)c3)n2)cc1 (stereo not drawn)	98	14	103	-39	99	97	95	1	-3	94	-26
Cc1ccc(S(=O)(=O)N(C)C/N=C(\N)N[N+](=O)[O-])cc1	97	11	94	0	95	94	94	16	31	95	7
CN1CCc2nc3ccc(F)cc3c(C(N)=O)c2C1	98	21	99	23	96	98	97	22	12	97	10
O=S(=O)(c1ccccc1)N1CCCCC1c1cccnc1 (stereo not drawn)	104	19	103	-6	107	106	107	7	-4	102	·
O=c1[nH]c(CN2CCNCC2)nc2ccccc12	104	33	100	-29	101	102	103	17	4	100	·
C(#CCN1CCOCC1)COCc1ccccc1	109	37	103	13	102	101	103	13	5	101	·
CCN(CC)CCCOC(=O)C(OC)(c1ccccc1)c1ccccc1	98	13	96	5	99	98	101	16	9	96	-1

Some of the entries above in another layout:
Sequence of screens: Rac1 wt modul	GSH bead fluor	Rab7 wt modul	Mcl1-Bid inh	Rab2A wt mod	HRas wt GTP bind	Cdc42 wt GTP	Avidin fluor	Mcl1 Noxa PPI	Rac1 act GTP bind	Pf gametocyte
> CN1C2CCC1/C(=C/c1ccccn1)C(=O)/C2=C\c1ccccn1
    108	10	104	-49	100	101	101	3	-4	97	-7
> CCOC(=O)[C@@]12C(=O)C(=O)N[C@]1(c1ccccc1)C1OCCCC12 (stereo partly drawn)
    104	6	102	-10	102	104	103	2	25	103	-5
> COc1ccc(CCNCc2ccncc2)cc1OC
    106	4	95	-1	98	100	105	8	22	103	-5
> COc1ccccc1N=Cc1c(O)n(C)c(=O)n(C)c1=O
    106	22	97	-33	105	105	105	8	-20	101	·
> Cc1ccc(OP(=O)(NC(C)c2ccccc2)Oc2ccc(C)cc2)cc1 (stereo not drawn)
    98	14	95	-14	96	96	96	11	12	93	0
> CCN(CC)c1ccc([N+](=O)[O-])c2cccnc12
    96	22	97	0	94	96	95	6	0	94	-10
> O=C(Cn1cnc2ccccc2c1=O)NCC(=O)N1CCC2(CC1)OCCO2
    100	34	96	-28	97	96	99	17	-9	98	-29

In the list so far, these have a nitro group on carbon:
SMILES	Rac1 wt modul	GSH bead fluor	Rab7 wt modul	Mcl1-Bid inh	Rab2A wt mod	HRas wt GTP bind	Cdc42 wt GTP	Avidin fluor	Mcl1 Noxa PPI	Rac1 act GTP bind	Pf gametocyte
CCN(CC)c1ccc([N+](=O)[O-])c2cccnc12	96	22	97	0	94	96	95	6	0	94	-10
O=[N+]([O-])c1ccc(C2C3C(c4ccccc4)=NC4(CCCC4)N32)cc1 (stereo not drawn)	102	9	96	-16	94	98	96	1	3	97	3
CN1CCN(c2ccc([N+](=O)[O-])c3cccnc23)CC1	99	9	96	-26	100	99	97	15	15	96	·
